CHT block = inhibitors of human choline transporter CHT; High affinity choline transporter 1 (Homo sapiens), Q9GZV3; 310,000 tested, 0.86% active; B-score at 10 µM; CHT-expressing cells, membrane potential dye, choline response; stronger effect = lower value;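 active = B-score over 3 SD under the library average, and starting fluorescence ratio not unusually high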;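 note: choline stimulus applied at its EC90 after an EC20 pre-addition; B-score computed on integrated fluorescence ratio after choline addition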
Target sequence (Q9GZV3 whole entry, looked up): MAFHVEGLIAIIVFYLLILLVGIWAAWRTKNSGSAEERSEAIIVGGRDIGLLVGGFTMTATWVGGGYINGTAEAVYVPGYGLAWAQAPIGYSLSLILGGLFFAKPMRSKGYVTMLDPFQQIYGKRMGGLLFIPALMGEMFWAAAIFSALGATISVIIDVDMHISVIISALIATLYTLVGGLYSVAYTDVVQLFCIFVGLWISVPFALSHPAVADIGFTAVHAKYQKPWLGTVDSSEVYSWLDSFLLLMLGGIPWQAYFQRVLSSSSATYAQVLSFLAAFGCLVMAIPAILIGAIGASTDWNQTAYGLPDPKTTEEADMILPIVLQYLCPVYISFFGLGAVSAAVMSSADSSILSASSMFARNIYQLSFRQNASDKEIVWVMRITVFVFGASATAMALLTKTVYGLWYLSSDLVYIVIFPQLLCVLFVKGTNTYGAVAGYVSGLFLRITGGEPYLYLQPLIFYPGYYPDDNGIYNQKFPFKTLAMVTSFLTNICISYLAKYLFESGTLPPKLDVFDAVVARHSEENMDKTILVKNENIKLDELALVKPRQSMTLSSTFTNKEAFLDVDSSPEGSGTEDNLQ
KCNQ2 inh = KCNQ2 potassium channel inhibitors, primary screen, cell-based, CHO-K1, FluxOR thallium flux, B-score (AID 2156). Potassium voltage-gated channel subfamily KQT member 2 (Rattus norvegicus), O88943. 20 min; stronger effect = lower value. B-score at 10 µM. 310,000 tested, 1.1% active;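 active = fluorescence ratio B-score at most minus 3 library SDs, with starting brightness B-score within 2 library SDs, cut at about -5.5 in these data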
* hit, by the source's call.

`CC(=O)Nc1ccccc1C(=O)C(=O)Nc1cccc(C(=O)N2CC(C)CC(C)C2)c1` (configuration not stated) gave CHT block inactive and KCNQ2 inh inactive.
For COc1ccc(-n2c(SCC(=O)Nc3ccccc3)nnc2-c2ccc(NS(=O)(=O)c3ccc(C)cc3)cc2)cc1 the results were CHT block inactive and KCNQ2 inh inactive.
Screening CCOc1cc(C=O)cc(N=Nc2cccc([N+](=O)[O-])c2)c1O returned CHT block inactive and KCNQ2 inh inactive.
Screening NNC(=O)CSc1nc(-c2ccccc2)cn1-c1ccccc1 returned CHT block inactive and KCNQ2 inh inactive.
CCO/C=N/c1c(C#N)c2c(c(=S)n1C)COC(C)(C)C2 was read as CHT block inactive and KCNQ2 inh inactive.
For Nn1c(SCC(=O)Nc2ccccc2F)nc2ccccc2c1=O the results were CHT block inactive and KCNQ2 inh inactive.
COc1ccc(NC(=S)N(CCN2CCOCC2)Cc2ccccc2F)cc1 was read as CHT block inactive and KCNQ2 inh inactive.
Screening COc1cc(C(=S)N2CCOCC2)ccc1OC(=O)c1ccccc1C returned CHT block inactive and KCNQ2 inh inactive.
`COc1ccc(COCC(O)CN2CCCCC2)cc1OC` (configuration not stated) gave CHT block inactive and KCNQ2 inh inactive.
Cc1ccc(-c2nnnn2-c2ccc(C)cc2)cc1 was read as CHT block inactive and KCNQ2 inh inactive.
For Cc1cccc(C)c1NC(=O)C1(N(Cc2ccco2)C(=O)CC2NC(=O)NC2=O)CCCC1 (configuration not stated) the results were CHT block inactive and KCNQ2 inh inactive.
Screening COc1ccc(C(=O)C23CC4CC(C2)CC(C(=O)c2ccc(OC)cc2)(C4)C3)cc1 returned CHT block inactive and KCNQ2 inh inactive.
Screening Cc1oc2c(c1C(=O)N1CCC(C)CC1)C(=O)c1ccccc1C2=O returned CHT block inactive and KCNQ2 inh inactive.
For Cc1c(N=C2NC(=O)/C(=C/c3cccc([N+](=O)[O-])c3)S2)c(=O)n(-c2ccccc2)n1C the results were CHT block inactive and KCNQ2 inh inactive.
CCOc1ccc(C(=O)Nc2c3c(nn2-c2ccccc2)CS(=O)(=O)C3)cc1 was read as CHT block inactive and KCNQ2 inh inactive.
For COc1ccc(N2CCN(C(=O)c3ccccc3)CC2)c([N+](=O)[O-])c1 the results were CHT block inactive and KCNQ2 inh inactive.
CCOc1cc(/C=C2\COc3ccccc3C2=O)ccc1OCC(=O)N(C)C was read as CHT block inactive and KCNQ2 inh inactive.
Screening Cc1ccc(NC(=O)C2CCCC2)c(Br)c1 returned CHT block inactive and KCNQ2 inh inactive.
For CCOC(=O)[C@@H]1[C@H]2COc3cc(OC)ccc3[C@@H]2N2C(=O)N(c3ccc(OC)cc3)C(=O)[C@]12C the results were CHT block inactive and KCNQ2 inh inactive.
Screening C/C(N)=C(/C#N)C(=O)COc1ncnc2ccc(Br)cc12 returned CHT block inactive and KCNQ2 inh inactive.
For O=C1c2cc3ccccc3c(-c3ccccc3)c2C(=O)N1c1ccccn1 the results were CHT block inactive and KCNQ2 inh inactive.
COCCn1c(Cc2ccccc2)nnc1SCc1ccc([N+](=O)[O-])cc1 was read as CHT block inactive and KCNQ2 inh inactive.
CCN1CCN(CC(=O)Nc2ccc(C)c(Br)c2)CC1 was read as CHT block inactive and KCNQ2 inh inactive.
CC1CCCN(C(=O)COC(=O)Cc2c(F)cccc2Cl)C1 (configuration not stated) was read as CHT block inactive and KCNQ2 inh inactive.
For S=c1[nH]nc(-c2ccc(Cl)cc2Cl)n1Cc1ccccc1 the results were CHT block inactive and KCNQ2 inh inactive.
Screening CCc1ccc(-n2c(=O)c3ccc(C(=O)NCCc4ccccc4)cc3n(CC(N)=O)c2=O)cc1 returned CHT block inactive and KCNQ2 inh inactive.
For O=[N+]([O-])c1nn(-c2ccc(Cl)cc2)n(O)c1=NCc1ccccc1 the results were CHT block inactive and KCNQ2 inh inactive.
For COc1ccccc1NC(=O)/C=C1\SCC(=O)N1C the results were CHT block inactive and KCNQ2 inh inactive.
For Cc1ccc(CC(=O)Nc2cc([N+](=O)[O-])ccc2F)cc1 the results were CHT block inactive and KCNQ2 inh inactive.
COc1ccc(S(=O)(=O)n2cnc3ccccc32)cc1 was read as CHT block inactive and KCNQ2 inh inactive.
Screening O=C(NCc1ccccn1)Nc1ccc2c(c1)OCO2 returned CHT block inactive and KCNQ2 inh inactive.
`Cn1c(=O)cc(SCC(=O)N2CCOCC2)c2ccc(Cl)cc21` gave CHT block inactive and KCNQ2 inh inactive.
Screening O=C(C1=NN(c2ccccc2)C2C(=O)N(c3ccccc3Cl)C(=O)C12)c1ccccc1 (configuration not stated) returned CHT block inactive and KCNQ2 inh inactive.
`Cc1oc2c(F)c(F)c(F)c(F)c2c1S(=O)(=O)Nc1cccc(C(F)(F)F)c1` gave CHT block -5.1* and KCNQ2 inh inactive.
Screening c1ccc(-c2nc(NCCCN3CCOCC3)c3ccccc3n2)cc1 returned CHT block inactive and KCNQ2 inh inactive.
`COc1ccc(NC(=O)CC(C)n2ccnc2)cc1` (configuration not stated) gave CHT block inactive and KCNQ2 inh inactive.
COc1nc(C)ccc1-c1noc(-c2ccccn2)n1 was read as CHT block inactive and KCNQ2 inh inactive.
For Cc1ccc(NC(=O)C2CCN(C(=O)NC3CCCCC3)CC2)cc1Cl the results were CHT block inactive and KCNQ2 inh inactive.
`COc1cccc(NC(=O)NCCCSC2CCCCC2)c1` gave CHT block inactive and KCNQ2 inh inactive.
`CN(C)C1CCN(C(=O)c2cccc(OC3CCN(S(=O)(=O)N(C)C)CC3)c2)C1` (configuration not stated) gave CHT block inactive and KCNQ2 inh inactive.
O=C(Cc1cccs1)NCCc1cn2ccccc2n1 was read as CHT block inactive and KCNQ2 inh inactive.
Screening CC(NC(=O)NCCCn1ccnc1)(C(F)(F)F)C(F)(F)F returned CHT block inactive and KCNQ2 inh inactive.
`COc1ccccc1/C=C1\SC(=O)N(CC(=O)NCCCn2ccnc2)C1=O` gave CHT block -7.1* and KCNQ2 inh inactive.
For CCOC(=O)CCCCC(=O)c1[nH]c(=O)[nH]c1CSc1nc(-c2ccccc2)c(C#N)c(=O)[nH]1 the results were CHT block inactive and KCNQ2 inh inactive.
Screening O=C(CSc1nnc(COc2ccccc2Cl)o1)NC(=O)NC1CCCC1 returned CHT block inactive and KCNQ2 inh inactive.
`Cc1cc(C)c(S(=O)(=O)N2CCN(CCO)CC2)c(C)c1` gave CHT block inactive and KCNQ2 inh inactive.
For O=[N+]([O-])c1ccc(/C=C/c2ccc3ccccc3n2)cc1 the results were CHT block inactive and KCNQ2 inh inactive.
`COC(=O)c1ccccc1NC(=S)NC(=O)C1CCCCC1` gave CHT block inactive and KCNQ2 inh inactive.
`COc1ccccc1NC(=O)COC(=O)[C@@H]1CCCN1C(=O)c1cccs1` gave CHT block inactive and KCNQ2 inh inactive.
Screening COc1ccc(-n2c3c(cc(C(=O)NNc4ccccc4C)c2=O)C(=O)CC(C)(C)C3)cc1 returned CHT block inactive and KCNQ2 inh inactive.
For Cc1ccc2[nH]c(C(=O)O)c(NC(=O)c3ccccc3[N+](=O)[O-])c2c1 the results were CHT block inactive and KCNQ2 inh inactive.
NNC(=O)C(Cc1cnc[nH]1)NC(=O)OCc1ccccc1 (configuration not stated) was read as CHT block inactive and KCNQ2 inh inactive.
`O=C(OCc1cc(-c2ccccc2)no1)c1ccc2ccccc2n1` gave CHT block inactive and KCNQ2 inh inactive.
`Cn1nc(OC(=O)Nc2ccc(Cl)cc2)cc1C(F)(F)F` gave CHT block inactive and KCNQ2 inh inactive.
For CCOP(=O)(OCC)C(Nc1ccc(F)cc1)c1ccccc1 (configuration not stated) the results were CHT block inactive and KCNQ2 inh inactive.
`Cc1ccc(/C=C(\C#N)C(=O)NC(C)c2ccccc2)o1` (configuration not stated) gave CHT block inactive and KCNQ2 inh inactive.
`CCOC(=O)/C(C#N)=C1/SC(CC)C(=O)N1c1ccc(Br)cc1` (configuration not stated) gave CHT block inactive and KCNQ2 inh inactive.
`COc1ccc(C(=O)NCC(=O)OCC(=O)Nc2sccc2C#N)cc1OC` gave CHT block inactive and KCNQ2 inh inactive.
`O=C(NCC1CCCO1)C(c1ccncc1)N(Cc1cccs1)C(=O)CN1C(=O)c2ccccc2S1(=O)=O` (configuration not stated) gave CHT block inactive and KCNQ2 inh inactive.
Screening Cc1cc(C)n(-c2nncn2/N=C/c2ccccc2F)n1 returned CHT block inactive and KCNQ2 inh inactive.

The list goes on; the last three above are carried over.
`COc1ccc(C(=O)NCC(=O)OCC(=O)Nc2sccc2C#N)cc1OC` gave CHT block inactive and KCNQ2 inh inactive.
`O=C(NCC1CCCO1)C(c1ccncc1)N(Cc1cccs1)C(=O)CN1C(=O)c2ccccc2S1(=O)=O` (configuration not stated) gave CHT block inactive and KCNQ2 inh inactive.
Screening Cc1cc(C)n(-c2nncn2/N=C/c2ccccc2F)n1 returned CHT block inactive and KCNQ2 inh inactive.
Screening O=C(c1cc(-c2cccs2)nc2ccccc12)N1CCN(S(=O)(=O)c2cccc(F)c2)CC1 returned CHT block inactive and KCNQ2 inh inactive.
`O=C(CCCn1c(=O)c2sccc2n(CC(=O)NCc2ccco2)c1=O)NCc1ccco1` gave CHT block inactive and KCNQ2 inh inactive.
Screening Cc1ccc(Nc2nc(-c3ccccc3)cs2)nc1 returned CHT block inactive and KCNQ2 inh inactive.
`CC(C)CN(C(=O)CC1OC(=O)c2ccccc21)c1c(N)n(Cc2ccccc2)c(=O)[nH]c1=O` (configuration not stated) gave CHT block inactive and KCNQ2 inh inactive.
CC(=O)NCCc1nc2cc(NS(=O)(=O)c3ccc(Cl)cc3)ccc2n1C was read as CHT block inactive and KCNQ2 inh inactive.
For CCCC1S/C(=N/N=C/c2ccco2)NC1=O (configuration not stated) the results were CHT block inactive and KCNQ2 inh inactive.
For CN[C@H](CC(=O)O)C(=O)O the results were CHT block inactive and KCNQ2 inh inactive.
Screening O=c1[nH]c(NNC(=S)NC2CCCCC2)nc2c1C1(CCCC1)Cc1ccccc1-2 returned CHT block inactive and KCNQ2 inh inactive.
`CC(=O)c1cccc(NC(=O)C(OC(=O)c2ccccc2NS(=O)(=O)c2cccs2)c2ccccc2)c1` (configuration not stated) gave CHT block inactive and KCNQ2 inh inactive.
Screening COc1cccc(Sc2cc(N3CCOCC3)nc(-c3ccccc3)n2)c1 returned CHT block inactive and KCNQ2 inh inactive.
`COC(=O)CCC(=O)N1CCCC(CO)(Cc2ccccc2F)C1` (configuration not stated) gave CHT block inactive and KCNQ2 inh inactive.
N#Cc1ccsc1NC(=O)CN1CCCCC1 was read as CHT block inactive and KCNQ2 inh inactive.
Screening Cc1ccc(NC(=O)CSc2nnc3ccc(-c4cccnc4)nn23)cc1 returned CHT block inactive and KCNQ2 inh inactive.
For CCC(=O)c1c(NCCc2ccccc2)cc(C)oc1=O the results were CHT block inactive and KCNQ2 inh inactive.
For COCCNC(=O)Cn1cc(S(=O)(=O)N2CCN(c3ccccc3F)CC2)c2ccccc2c1=O the results were CHT block inactive and KCNQ2 inh inactive.
Cc1cc(OCc2cc(C(=O)NCc3csc(C(C)C)n3)no2)cc(C)c1Cl was read as CHT block inactive and KCNQ2 inh inactive.
COc1ccc(NC(=O)c2[nH]c(C)c(C(C)=O)c2C)cc1S(=O)(=O)N1CCOCC1 was read as CHT block inactive and KCNQ2 inh inactive.
For O=C(NCCO)c1cccc(S(=O)(=O)N2CCCCC2)c1 the results were CHT block inactive and KCNQ2 inh inactive.
`Cc1cccc(C)c1OCc1cc(C(=O)N2CCN3CCCC3C2)no1` (configuration not stated) gave CHT block inactive and KCNQ2 inh inactive.
`COc1ccccc1/C=C/C(=O)N1CCC(c2ccccc2)C1` (configuration not stated) gave CHT block inactive and KCNQ2 inh inactive.
Screening O=C(OCC(=O)N1CCCc2ccccc21)c1ccc(C(F)(F)F)cc1 returned CHT block inactive and KCNQ2 inh inactive.

In the list so far, ten have a Cl atom:
CC1CCCN(C(=O)COC(=O)Cc2c(F)cccc2Cl)C1 (configuration not stated) was read as CHT block inactive and KCNQ2 inh inactive.
For S=c1[nH]nc(-c2ccc(Cl)cc2Cl)n1Cc1ccccc1 the results were CHT block inactive and KCNQ2 inh inactive.
For O=[N+]([O-])c1nn(-c2ccc(Cl)cc2)n(O)c1=NCc1ccccc1 the results were CHT block inactive and KCNQ2 inh inactive.
`Cn1c(=O)cc(SCC(=O)N2CCOCC2)c2ccc(Cl)cc21` gave CHT block inactive and KCNQ2 inh inactive.
Screening O=C(C1=NN(c2ccccc2)C2C(=O)N(c3ccccc3Cl)C(=O)C12)c1ccccc1 (configuration not stated) returned CHT block inactive and KCNQ2 inh inactive.
For Cc1ccc(NC(=O)C2CCN(C(=O)NC3CCCCC3)CC2)cc1Cl the results were CHT block inactive and KCNQ2 inh inactive.
Screening O=C(CSc1nnc(COc2ccccc2Cl)o1)NC(=O)NC1CCCC1 returned CHT block inactive and KCNQ2 inh inactive.
`Cn1nc(OC(=O)Nc2ccc(Cl)cc2)cc1C(F)(F)F` gave CHT block inactive and KCNQ2 inh inactive.
CC(=O)NCCc1nc2cc(NS(=O)(=O)c3ccc(Cl)cc3)ccc2n1C was read as CHT block inactive and KCNQ2 inh inactive.
Cc1cc(OCc2cc(C(=O)NCc3csc(C(C)C)n3)no2)cc(C)c1Cl was read as CHT block inactive and KCNQ2 inh inactive.

Assay outcomes from PubChem BioAssay.
